DNMT1 inh: blocks human DNA methyltransferase DNMT1; DNMT1 molecular beacon, Hinp1I cleavage, fluorescence; inhibition (reported as % activation of signal), % at 10 µM; 360,000 tested, 0.83% active; in the data active = inhibition above about 50%
Rpn11 inh: inhibitors of human proteasome Rpn11; O00487; human 26S proteasome, Ub4-pepOG fluorescence polarization; 20S core pre-blocked with epoxomicin; calls only at 20 µM; 360,000 tested, 0.59% active; AID 588493;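 active = inhibition at 20 µM, scaled to each plate's controls, above about 33%, limit read from the data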
SKN-1 block: inhibitors of C. elegans SKN-1 | inhibition, % at 21.8 µM | AID 624304 | C. elegans VP596 Pgst-4::GFP/RFP ratio, acrylamide-induced, 24 h | 360,000 tested, 0.49% active;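 active = interference check ratio from 0.5 to 1.5 plus GFP to RFP signal ratio inhibition reaching or exceeding a fixed threshold, cut at about 30% in these data, passing the limit was not always enough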; also: some compounds called inactive have numbers as strong as hits
Scp1 inh: inhibitors of human Scp-1 phosphatase; 340,000 tested, 0.88% active; Recombinant Scp1, phosphopeptide, malachite green phosphate absorbance; inhibition, % at 20 µM; Q9GZU7; AID 493091;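 active = inhibition above about 50% at 20 µM, limit read from the data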;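 also: plate controls were DMSO wells with enzyme for no effect and wells lacking enzyme for full effect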
Target sequence (Q9GZU7 76-261 limits assumed): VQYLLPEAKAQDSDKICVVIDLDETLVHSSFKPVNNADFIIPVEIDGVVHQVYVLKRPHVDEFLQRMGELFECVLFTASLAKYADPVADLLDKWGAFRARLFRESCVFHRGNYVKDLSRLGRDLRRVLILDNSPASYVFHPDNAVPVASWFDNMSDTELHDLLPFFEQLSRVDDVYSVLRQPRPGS
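Times: enzyme reaction 45 min at room temperature, colour 5 min, stabilisation 30 min. Material: SCP-1 catalytic fragment, aa 76-261. Medium: Acidic Tris acetate buffer with magnesium and detergent. Signal: colorimetric free-phosphate detection, absorbance 630 nm. Read-out basis: % inhibition of SCP-1 phosphate liberation. Reagent: Phosphorylated 17-residue peptide substrate.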
NadD inh: blocks S. aureus nicotinate mononucleotide adenylyltransferase; purified NadD enzyme, colorimetric absorbance read-out; inhibition, % at 20 µM; 360,000 tested, 0.78% active; in the data active = inhibition above about 26%; also: some compounds past the cut are filed as inactive
SUMO1-SIM PPI: modulators of human SUMO1-mediated protein-protein interactions; SUMO1 binding to a labelled peptide, TR-FRET, 1 h; AID 602429; inhibition, % at 20 µM; 360,000 tested, 0.33% active; in the data active = inhibition above about 37%
Target sequence (P63165 whole entry, looked up): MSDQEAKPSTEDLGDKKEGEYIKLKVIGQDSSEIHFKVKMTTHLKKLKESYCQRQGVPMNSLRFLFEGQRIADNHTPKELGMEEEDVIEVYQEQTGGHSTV
MT1-MMP act inh: MT1-MMP (human) activation inhibition; P50281; HT1080 RFP-PRO-GFP cells, GFP/RFP ratio fluorescence, overnight; percent of plate control window, DMSO zero; GFP/RFP ratio change, % at 20 µM; 360,000 tested, 0.061% active; AID 651647;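 active = GFP/RFP ratio change of at least 30% with cell ATP level not reduced by more than half and red fluorescence within 50% of control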; also: strong numbers were not always called active
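Assay system: RFP-PRO-GFP reporter HT1080 cells; read-out basis: GFP/RFP fluorescence ratio; benchmarks: DMSO wells and RFP-L50D-GFP cells; doses: 20 µM single dose, 1% DMSO; schedule: overnight cell settling, then overnight compound exposure, 37 °C, 5% CO2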
CendR NRP1 mod: modulators of CendR peptide binding to human neuropilin-1; O14786; FAM-RPARPAR peptide binding to NRP-1, fluorescence polarization; inhibition, % at 25 µM; 360,000 tested, 0.85% active; AID 602438;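 active = inhibition or corrected inhibition above about 18%, plus a signal ratio from 0.5 to 1.5, limit read from the data, passing the limit was not always enough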; also: strong numbers were not always called active
STEP inh: STEP (human) phosphatase inhibition; inhibition, % at 20 µM; 360,000 tested, 0.25% active; AID 588621; recombinant STEP, OMFP fluorogenic substrate, fluorescence;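 active = inhibition at 20 µM, scaled per plate between control wells, above about 37%, limit read from the data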;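 also: 0% = DMSO with enzyme and substrate and 100% = substrate only without enzyme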
Target sequence (P54829 whole entry, looked up): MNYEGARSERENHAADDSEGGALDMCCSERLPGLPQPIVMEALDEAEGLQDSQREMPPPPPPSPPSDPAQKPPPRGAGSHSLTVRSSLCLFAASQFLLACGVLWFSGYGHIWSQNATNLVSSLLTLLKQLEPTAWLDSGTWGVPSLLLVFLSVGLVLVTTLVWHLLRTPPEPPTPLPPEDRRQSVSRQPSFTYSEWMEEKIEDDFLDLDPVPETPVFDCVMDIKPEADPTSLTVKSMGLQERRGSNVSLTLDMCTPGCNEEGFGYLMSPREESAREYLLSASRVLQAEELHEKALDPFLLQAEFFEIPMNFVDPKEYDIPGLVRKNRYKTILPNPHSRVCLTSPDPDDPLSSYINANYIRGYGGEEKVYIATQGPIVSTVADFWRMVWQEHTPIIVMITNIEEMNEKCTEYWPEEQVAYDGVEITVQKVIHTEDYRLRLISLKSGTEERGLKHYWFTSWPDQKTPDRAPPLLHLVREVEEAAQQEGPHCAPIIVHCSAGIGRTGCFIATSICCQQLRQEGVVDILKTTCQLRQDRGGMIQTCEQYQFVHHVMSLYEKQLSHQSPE
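System: isolated STEP enzyme; schedule: 20 min enzyme reaction at room temperature, protected from light; medium: Bis-Tris buffer pH 6.0, 2.5 mM DTT, 0.005% Tween 20; signal: fluorescence, 480/540 nm; dosing: single compound dose of 20 µM, 1% DMSO final; also added: OMFP substrate, 25 µM final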
LMPTP block: LMPTP (human) inhibition; inhibition, % at 20 µM; 360,000 tested, 0.22% active; recombinant LMPTP-A, OMFP fluorogenic substrate, fluorescence intensity; P24666;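 active = compounds that cut the enzyme signal by at least half of the control window in the single-dose screen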;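 also: plate controls were DMSO wells with enzyme plus substrate for no effect and substrate without enzyme for full effect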
Target sequence (P24666 whole entry, looked up): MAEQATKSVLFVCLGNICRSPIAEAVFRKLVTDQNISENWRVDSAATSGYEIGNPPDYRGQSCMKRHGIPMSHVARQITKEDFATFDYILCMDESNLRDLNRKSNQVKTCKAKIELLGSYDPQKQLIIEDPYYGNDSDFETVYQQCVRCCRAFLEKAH
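Test system: LMPTP-A, protein tyrosine phosphatase of low molecular weight; Input: 0.625 nM enzyme; Incubation: 50 min dark incubation at room temperature; Signal: endpoint fluorescence intensity from OMFP dephosphorylation; Read-out basis: % inhibition versus control wells.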
The depositor's hits bear a star; i = inactive; / = not tested or not shown.

nr	SMILES	CendR NRP1 mod	Scp1 inh	Rpn11 inh	SUMO1-SIM PPI	DNMT1 inh	STEP inh	MT1-MMP act inh	SKN-1 block	NadD inh	LMPTP block
1	O=C1C2(CCC13COC(c1ccc(O)cc1)OC3)COC(c1ccc(O)cc1)OC2 (stereo not drawn)	2	4	i	3	4	-2	-1	-8	-5	0.3
2	COc1ccc(Cl)cc1NC(=O)CN(C)C(=O)C1CC(=O)N(Cc2ccc(C)cc2)C1 (stereo not drawn)	-19	-11	i	-13	2	-4	-1	16	5	-8.4
3	CCOC(=O)c1c(N)sc(C(=O)N2CCCCC2)c1C	-9	-2	i	-3	-3	1	2	-3	-4	-0.1
4	O=C(Nc1ccc(C(=O)N2CCCCC2)cc1)c1ccccc1	-2	0	i	1	2	-1	2	3	-3	-0.6
5	O=C(c1cccc(C(F)(F)F)c1)N1CCOC12CCN(c1ncc(C(F)(F)F)cc1Cl)CC2	4	-3	i	1	0	3	-2	3	-5	3.5
6	Cc1ccc(S(=O)(=O)N2C[C@H]3[C@H]4C(=O)N(c5ccccc5)C(=O)[C@H]4C[C@H](OC(=O)NCc4ccccc4F)[C@@]3(O)C2)cc1	4	/	i	-3	0	-1	3	-8	-5	-0.8
7	CC(C)c1ccc(/C=N/NC(=O)c2ccccc2Cl)cc1	-2	-5	i	35	1	6	5	-6	-3	4.3
8	CC1Cc2nc(SCC(=O)c3ccccc3)n(Cc3ccccc3)c(=O)c2S1 (stereo not drawn)	1	-23	i	-1	-2	0	0	10	-5	4.7
9	COc1cc(C2CC(c3cccnc3)=NN2c2ccc(F)cc2)cc(OC)c1OC (stereo not drawn)	-2	3	i	-14	-2	6	4	9	7	1.3
10	CCCCN(C(=O)Cc1ccc2c(c1)OCCO2)c1c(N)n(CC(C)C)c(=O)[nH]c1=O	3	-10	i	-2	-1	-1	3	16	1	-0.4
11	CCOc1ncccc1C(=O)Nc1ccccc1F	4	-6	i	4	2	0	-1	10	-3	3.1
12	CC(=O)Oc1ccccc1C(=O)Nc1ccccc1	2	4	i	7	0	1	0	0	-1	-0.2
13	Cc1nn(CC(=O)OCC(=O)Nc2cccc(S(N)(=O)=O)c2)c(C)c1[N+](=O)[O-]	-5	-7	i	6	0	0	0	16	4	-2.3
14	CC1CCN(C(=O)C2CCCCN2S(=O)(=O)c2cccc([N+](=O)[O-])c2)CC1 (stereo not drawn)	3	-1	i	-20	-2	-4	-3	1	-8	-0.4
15	NS(=O)(=O)c1ccc(NC(=O)COC(=O)COc2ccc(Br)cc2)cc1	11	-11	i	3	-2	-5	-1	4	-8	-1.0
16	CCc1cc(-c2nc(N)ncc2-c2ccc(Br)cc2)c(O)cc1OC	4	6	i	2	-6	-6	3	-5	2	6.4
17	CCSc1nnc(-c2ccc(C)cc2)c2ccccc12	9	6	i	-7	7	2	3	8	-2	1.0
18	Cc1onc(-c2c(Cl)cccc2Cl)c1C(=O)N/N=C(\N)COc1ccc(Cl)cc1	5	-13	i	2	-10	9	1	-9	11	-1.8
19	CC(=O)c1c(N2CCN(Cc3ccccc3)CC2)[nH]c(-c2ccccc2)nc1=S	-36	0	i	4	-2	0	-14	14	11	-0.3
20	COc1ccc(OCC(=O)Nc2cc(S(=O)(=O)N3CCCC3)ccc2Cl)cc1	-11	1	i	3	2	2	3	6	-3	-0.6
21	CCOc1ccccc1/C=C/c1onc(C)c1S(=O)(=O)N1CCC(C(=O)N2CCCCCC2)CC1	15	-10	i	1	-4	3	-11	-6	12	8.6
22	Cc1nn(CC(=O)N2CCN(Cc3ccccc3)CC2)c(=O)c2ccccc12	10	-7	i	-3	-3	-2	-30	14	2	-0.4
23	NC(=O)c1ccsc1NC(=O)COC(=O)CCOc1ccccc1	-14	17	i	4	3	0	-5	2	-4	3.7
24	COc1cc2c(cc1OC)CN(C(=S)Nc1ccccc1)CC2	20	5	i	0	1	2	-1	-3	-4	-0.8
25	CC1=C(C(=O)N(C(C)C)C(C)C)CC(CC(=O)NCc2cccc3ccccc23)C(=O)N1CCC1=CCCCC1 (stereo not drawn)	16	/	i	2	-15	-2	-6	12	-2	4.6
26	CCOC(=O)N/N=C(/c1ccccc1)C1CCCCC1	10	-1	i	0	0	-3	-5	5	-3	-0.2
27	CCOC(=O)CC(=O)CSc1nc2c(cc1C#N)CCCCCC2	-12	-5	i	-4	-2	1	-8	4	-4	2.1
28	CC(C)N1CC(C(=O)Nc2ccc(S(=O)(=O)N3CCCCC3)cc2)CC1=O (stereo not drawn)	-4	4	i	9	1	-1	-7	5	-3	-0.8
29	CC(=O)NNc1nc(-c2ccccc2)cs1	-8	-6	i	1	-41	1	-1	7	1	-1.0
30	COc1ccc(C2C(C(=O)N3CCCCC3)CCC(=O)N2c2cc(OC)c(OC)c(OC)c2)cc1 (stereo not drawn)	4	-16	i	4	0	0	7	1	3	-2.0
31	Cc1csc(NC(=O)CSc2nnc(C)n2Cc2ccco2)n1	14	-6	i	0	3	-5	2	6	7	-0.4
32	C/C(=N/NC(=O)c1sc(NS(=O)(=O)c2ccccc2)nc1C)c1ccc(F)cc1	-31	3	i	10	-3	0	2	-1	-1	2.0
33	O=C(CN1C(=O)NC2(CCCC2)C1=O)Nc1cccc(Cl)c1	-1	4	i	-3	-2	0	0	20	-14	0.6
34	CN(C)c1ccc(-c2noc(C3CCN(S(=O)(=O)c4cccc(Cl)c4)CC3)n2)cc1	3	2	i	-1	-4	-1	19	1	-1	0.3
35	OC(C#CCCN1CCCCC1)(c1ccccc1)C1CCCCC1 (stereo not drawn)	6	-4	i	3	0	-4	-3	-10	-9	-0.8
36	CC(C)(C)NCC(O)COCc1ccc(Cl)cc1 (stereo not drawn)	14	-14	i	2	2	0	3	-1	-5	-0.3
37	Cc1ncc2c(n1)-c1cc(F)ccc1SC2	10	-2	i	-3	-1	-3	2	2	-1	0.1
38	CCN1CCN(c2ccc(S(=O)(=O)N3CCCCC3)cc2NC(=O)c2cccc(Cl)c2)CC1	2	-1	i	-21	-3	-2	5	3	0	-8.7
39	CC(C)C[C@H]1CN([C@@H](Cc2ccc(O)cc2)CN2CCC[C@@H]2CN2C(=O)C(=O)NC[C@@H]2Cc2ccccc2)C(=O)C(=O)N1CC1CCCCC1	-9	10	i	5	8	-1	1	4	31*	-0.9
40	COC(=O)c1ccc(NC(=O)Nc2ccc3c(c2)OCO3)cc1	10	-10	i	6	-1	-1	3	-1	-7	1.6
41	Cc1cc(C(=O)CSc2nnc(NCc3ccccc3)s2)c(C)n1C	10	5	i	-4	-3	-1	-3	1	6	0.6
42	O=S1(=O)CCC(NC(=S)Nc2ccc3ccccc3c2)C1 (stereo not drawn)	-10	-4	i	-4	-4	1	3	10	1	-1.1
43	CCOc1ccc(C(=O)NC2CCN(S(=O)(=O)c3ccccc3)CC2)cc1	5	26	i	-3	0	-1	-1	-1	-3	-1.5
44	O=C(CCn1nc(-c2ccc(Cl)cc2)c2ccccc2c1=O)NCC1CCCO1 (stereo not drawn)	-2	-2	i	1	2	-2	-2	83	4	-1.2
45	O=C(Nc1nccs1)c1ccc(COc2ccccc2Cl)o1	-6	-3	i	6	-5	9	2	15	-2	1.1
46	C[C@H](CO)N1C[C@H](C)[C@H](CN(C)S(=O)(=O)c2cn(C)cn2)OCc2cnnn2CCCC1=O	3	/	i	1	3	0	6	1	0	1.4
47	Cc1cc2n(n1)C(c1ccco1)Nc1ccccc1-2 (stereo not drawn)	-14	-7	i	-3	25	-1	0	29	2	-0.1
48	CCCCn1nnc(N(C(=O)c2cccs2)C(=O)c2cccs2)n1	-9	-9	i	0	4	-3	5	2	-3	-0.3
49	CC(C)(C)c1csc(NC(=O)c2ccccc2O)n1	16	-10	i	4	0	-3	-5	12	-1	0.4
50	O=C(Nc1ccc(F)cc1)NC1(C(=O)NCc2ccc3c(c2)OCO3)CCCCC1	-13	0	i	1	1	0	1	13	-5	-2.8

(further entries)
nr	SMILES	CendR NRP1 mod	Scp1 inh	Rpn11 inh	SUMO1-SIM PPI	DNMT1 inh	STEP inh	MT1-MMP act inh	SKN-1 block	NadD inh	LMPTP block
51	COc1ccc(-c2sc3ccccc3c2-c2ccc(OC)cc2F)cc1	0	/	/	2	/	/	-1	7	-4	1.1
52	Cc1ccc(C(=O)c2ccccc2C(=O)OCC(=O)N2CCCC2)cc1	10	3	i	-1	-4	-1	0	4	-1	-1.7
53	CCc1nnc(NC(=O)C2CCCN2S(=O)(=O)c2ccc(C)cc2)s1 (stereo not drawn)	-8	-3	i	3	0	-1	10	-13	-6	-1.8
54	O=C(CNC(=O)c1cccs1)N/N=C/c1cccc(Br)c1	5	2	i	-6	1	0	0	-4	-5	0.8
55	CCOC(=O)N1CCC(N2CCN(S(=O)(=O)c3ccc(Cl)cc3)CC2)CC1	-7	-2	i	0	6	0	-2	4	6	-1.9
56	O=C(NNC(=S)Nc1ccc(Cl)cc1Cl)c1cccnc1	9	-10	i	4	-3	-2	-2	-14	-2	0.2
57	CC1CC1C(=O)OCC(=O)c1c(N)n(C)c(=O)n(C)c1=O (stereo not drawn)	15	-5	i	4	-1	1	1	9	-7	-0.2
58	O=C(NCC(=O)N1CCCCCC1)c1ccc(Br)cc1	-11	-5	i	2	-4	0	3	3	0	-2.4
59	Cc1nn2c(N)c(-c3ccccc3)cnc2c1-c1ccccc1	15	-7	i	4	8	-3	-1	9	-4	-0.9
60	COc1cc(CCC(=O)Nc2cccc(S(=O)(=O)N(C)C)c2)cc(OC)c1OC	-8	-4	i	4	10	-1	8	6	2	-0.3
61	O=C(CSc1ncc(-c2ccc(F)cc2)[nH]1)NCc1ccco1	-23	0	i	0	-2	-1	-1	6	3	-1.1
62	Cc1nc2c3ccccc3nc(NNC(=O)CCC(=O)N3CCCC(C)C3)n2n1 (stereo not drawn)	5	-7	i	4	2	-2	1	6	3	0.0

Four compounds drawn at random from the list so far:
nr	SMILES	CendR NRP1 mod	Scp1 inh	Rpn11 inh	SUMO1-SIM PPI	DNMT1 inh	STEP inh	MT1-MMP act inh	SKN-1 block	NadD inh	LMPTP block
54	O=C(CNC(=O)c1cccs1)N/N=C/c1cccc(Br)c1	5	2	i	-6	1	0	0	-4	-5	0.8
55	CCOC(=O)N1CCC(N2CCN(S(=O)(=O)c3ccc(Cl)cc3)CC2)CC1	-7	-2	i	0	6	0	-2	4	6	-1.9
58	O=C(NCC(=O)N1CCCCCC1)c1ccc(Br)cc1	-11	-5	i	2	-4	0	3	3	0	-2.4
52	Cc1ccc(C(=O)c2ccccc2C(=O)OCC(=O)N2CCCC2)cc1	10	3	i	-1	-4	-1	0	4	-1	-1.7

Not a hit list. Share with any hit: about 3.9%.
